Bioassay records as filed in PubChem BioAssay.
IEC-6 cytotox = cytotoxicity in IEC-6 intestinal epithelial cells, primary screen, cytotoxicity control for KLF5 inhibitor project, cell-based, luminescence | inhibition, % at 5 µM | 0.78% of 290,000 active | AID 1825, 2009 | IEC-6 cytotoxicity, luminescence viability; in the data active = inhibition above about 22%;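 also: 0% = plate median of test compound wells and 100% = cytotoxic reference compound wells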
AI-2 QS modul = Vibrio harveyi AI-2 quorum sensing modulators, primary screen, JMH597 strain, luminescence/OD600 ratio | 0.4% of 300,000 active | AID 2094, 2009 | activity change, % at 7.5 µM | Vibrio harveyi JMH597 AI-2 luminescence/OD600 ratio, 9 h; active compounds read low; strain lacks LuxN and CqsS sensors; 0 = neutral-control median; in the data active = activity change below about -75%, passing the limit was not always enough; inconclusive = no clear call, values can overlap the other calls;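 also: luminescence divided by OD600 gain over 9 h not by final OD600 alone; inactives centre near 13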
HSF1 inh = HSF1 inhibitors in luciferase reporter cells, primary screen, cell-based, NIH3T3, luminescence; NIH3T3-HGL HSE-luciferase, MG132-induced, luminescence 8 h; active compounds read low; activity change, negative = inhibition, % at 7.5 µM (by protocol); 0.77% of 300,000 active; AID 2098, 2009;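 active = more than half of replicate wells show activity change below -50%, luminescence cut by over half; inconclusive = some wells, but at most half, below -50%; inactive = no replicate well below -50%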;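 also: luciferase reports HSF-1 transcriptional activity via heat shock element; 0% = median of DMSO wells and -100% = zero luminescence signal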
aSyn UTR inh = MLPCN primary screen, SNCA 5' untranslated region; alpha-synuclein 5'UTR reporter, inhibitor activity; inhibition, % (tested at 7.5 µM); 0.82% of 300,000 active; in the data active = inhibition above about 60%; inconclusive = no clear call, values can overlap the other calls;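 also: H4 neuroglioblastoma cells stably carrying SNCA 5'UTR luciferase fusion; 0% = DMSO wells and 100% = positive control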
HSP90 inh = HSP90 inhibitors, primary screen, cell lysate, luminescence; Rabbit reticulocyte lysate, luciferase refolding luminescence, 3 h; 0.91% of 290,000 active; inhibition, % at 5.6 µM; Heat shock protein HSP 90 (rabbit reticulocyte lysate; luciferase refolding);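 active = inhibition above the screen-wide mean plus 3 SD, computed separately per campaign, cut at about 16% in these data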;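 also: 0% = DMSO wells and 100% = 60 µM geldanamycin wells; inhibitors lower the luminescence because luciferase stays unfolded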
HSF-1 act = HSF-1 activators, primary screen, NIH3T3-HGL cells, MG132 stress, luminescence, single point. activation, % at 9 µM. NIH3T3-HGL HSF-1 luciferase reporter, 8 h; 100% = twice DMSO control signal. 1.7% of 300,000 active;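 active = mean replicate activation of at least 50% with a set share of replicates each reaching 50%; inconclusive = only one of those two conditions met; inactive = mean below 50% and too few replicates reaching it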;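 also: 0% = median of the neutral control wells and 100% = twice that signal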
HIF activator = HIF pathway transcriptional activators, primary screen, cell-based, U2OS HRE-luciferase, luminescence; AID 1910, 2009; activation, % at 7.5 µM (by protocol); 0.32% of 300,000 active; U2OS HRE-luciferase reporter; normalized: DMSO 0%, desferrioxamine 100%;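 active = mean activation of at least 10% of the iron chelator positive control signal, with at least half of replicates also reaching 10%; inconclusive = mean and replicate majority disagree about reaching 10%; inactive = mean and most replicates under 10%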
KLF5 inhibitor = KLF5 expression inhibitors, primary screen, DLD-1 cells, luminescence | DLD-1 KLF5 promoter-luciferase reporter | inhibition, % at 5 µM | AID 1700, 2009 | 0.23% of 290,000 active;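 active = inhibition above a per-plate limit of that plate's mean compound inhibition plus 3 SD, cut at about 60% in these data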;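 also: 0% = DMSO wells and 100% = LY294002 at 200 µM; higher means less KLF5 promoter-driven luciferase light; inactives centre near -14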
HDAC3 inh = HDAC3 deacetylase inhibitors, primary screen, biochemical, fluorescence, cell-free homogeneous | Histone deacetylase 3 (Homo sapiens), O15379 | recombinant HDAC3, fluorogenic peptide/trypsin coupled | inhibition, % at 8.3 µM | 0.15% of 320,000 active | AID 2718, 2010; in the data active = inhibition above about 26%, passing the limit was not always enough; inconclusive = no clear call, values can overlap the other calls
Target sequence (O15379 whole entry, looked up): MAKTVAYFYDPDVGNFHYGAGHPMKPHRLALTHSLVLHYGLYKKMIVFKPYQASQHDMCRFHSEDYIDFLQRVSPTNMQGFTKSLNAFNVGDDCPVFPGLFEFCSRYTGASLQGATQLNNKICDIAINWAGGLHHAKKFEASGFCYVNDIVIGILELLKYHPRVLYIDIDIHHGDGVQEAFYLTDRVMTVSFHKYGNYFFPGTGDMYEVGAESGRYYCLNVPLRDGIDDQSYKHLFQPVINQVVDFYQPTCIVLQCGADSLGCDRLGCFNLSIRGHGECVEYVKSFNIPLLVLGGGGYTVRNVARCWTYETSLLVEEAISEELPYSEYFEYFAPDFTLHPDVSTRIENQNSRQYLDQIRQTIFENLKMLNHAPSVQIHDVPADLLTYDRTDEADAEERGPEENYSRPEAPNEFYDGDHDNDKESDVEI
Platelet DG rel = inhibitors of platelet dense granule secretion, primary screen, cell-based, MLPCN, human platelets. inhibition, %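 (compounds screened at 7.5 µM in platelet-rich plasma)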. 0.22% of 300,000 active. AID 1663, 2009. human platelet-rich plasma, SFLLRN dense granule ATP release, luminescence;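 active = mean replicate score, as percent of positive control, at or above 50; inconclusive = mean below 50 but at least one replicate at or above 50; inactive = mean and every replicate below 50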
Numbers without * were called inactive; u = inconclusive; x = not tested or not shown.

SMILES	IEC-6 cytotox	AI-2 QS modul	HSF1 inh	aSyn UTR inh	HSP90 inh	HSF-1 act	HIF activator	KLF5 inhibitor	HDAC3 inh	Platelet DG rel
Cc1cc(N2C(=O)C(O)=C(C(=O)c3ccco3)C2c2cccc(Cl)c2)no1 (stereo unspecified)	-1.6	6.9	1.9	0.4	0.7	6.4	0.9	-19.8	5.0	-8.2
COc1ccc(NS(=O)(=O)c2cccc(-c3nnc4n3CCCCC4)c2)cc1	-10.7	-4.3	-31.8	-5.7	-4.4	-48.6	-0.6	-7.8	-3.7	-6.1
O=S(=O)(c1ccc(Cl)cc1)N1CCCC1c1nc(-c2ccc(Cl)cc2)no1 (stereo unspecified)	8.7	14.2	-2.1	11.4	5.1	3.2	-0.1	-28.4	-1.3	-4.4
COc1cc(-c2noc(C)c2/C=C/c2ccc(C(=O)O)cc2)cc(OC)c1OC	-5.0	23.0	2.9	7.2	1.2	-1.7	1.2	-5.4	-2.7	-2.9
CCOc1ccc(S(=O)(=O)N2CCC(C(=O)NC3CC3)CC2)cc1C	0.2	5.3	2.7	37.8	-2.7	-22.9	0.1	-13.5	-1.5	14.8
COc1ccc(/C=N/n2cnc3c(sc(=S)n3-c3ccccc3)c2=O)cc1	2.5	29.2	-2.0	-5.8	-1.4	-6.3	-15.1	-23.6	-2.7	0.8
CC(C)CNC1CCS(=O)(=O)C1 (stereo unspecified)	1.0	6.5	-1.2	-11.0	-0.8	-2.7	-0.1	1.2	-4.1	-1.2
Cc1cccnc1Nc1ncnc(N)c1[N+](=O)[O-]	-0.5	1.3	-5.5	-18.4	-2.5	-2.3	-0.3	16.8	1.4	4.1
COc1ccc2oc(=O)c(C(=O)N3CCCc4ccccc43)cc2c1	-2.9	8.8	2.5	0.7	-0.2	-4.5	-0.4	-17.6	-4.7	-2.2
S=C(NC1CCCCC1)N1CCN(Cc2ccccc2Cl)CC1	1.9	-7.9	-1.8	13.1	0.2	0.0	0.5	-3.6	8.1	23.4
CCN1C(=O)c2cccc3c(S(=O)(=O)NCCCN4CCOCC4)ccc1c23	-0.7	16.0	3.3	-3.0	2.8	-5.1	1.1	-16.6	2.3	0.3
COc1cccc(CCNS(=O)(=O)CCNC(=O)c2cccc(OC)c2)c1	x	6.3	-2.9	6.4	x	-6.7	0.8	x	10.3	7.8
CCOC(=O)C1=C(C)N=c2s/c(=C\c3ccc(OCC(=O)O)cc3)c(=O)n2C1c1ccc(OC(C)C)cc1 (stereo unspecified)	6.2	9.8	-8.8	21.8	-4.7	-7.9	0.0	-21.0	u	10.0
COc1cccc(CNc2nc3nc(C)cc(=O)n3[nH]2)c1	-2.7	14.2	-6.7	5.0	-1.0	-0.6	-0.1	-7.4	5.9	-10.1
C=CCNC(=S)NNC(=O)c1cc(-c2cccnc2)nc2ccccc12	0.5	13.7	-42.8	8.0	7.1	-54.1	-0.3	-22.5	-4.7	3.9
CC(C)N1CCN(Cc2ccc(-c3ccccc3)cc2)CC1CCO (stereo unspecified)	3.9	0.7	-2.5	1.3	0.9	-6.4	0.5	-9.4	-0.4	-1.0
O=S(=O)(c1ccccc1)c1nc(-c2ccco2)oc1Nc1ccccc1	6.1	7.8	-0.4	18.8	4.2	9.3	1.9	-43.4	4.8	1.9
COc1ccc(-n2ccn3c(CCC(=O)N4CCN(c5cccc(C)c5C)CC4)nnc3c2=O)cc1	-4.6	24.9	3.5	21.6	-2.8	4.3	-0.1	-2.6	2.3	-10.2
Cn1ncc(Br)c1C(=O)Nc1ccc(Br)cn1	-6.7	8.5	-2.9	-89.5	-5.0	25.9	0.1	-2.3	-5.5	-5.0
CCCOc1ccccc1-c1nc2c([nH]1)c(=O)[nH]c(=O)n2C	-2.9	16.8	-13.2	11.6	3.7	-5.8	-0.3	-8.2	-5.3	-10.1
O=C(NCCCn1ccnc1)Nc1ccc2c(c1)OCO2	3.4	2.3	2.0	-106.7	9.7	11.0	1.2	-30.0	-1.4	-4.8
O=C(/C=C\NCC(=O)c1ccccc1)c1ccccc1	4.4	7.5	9.4	-7.8	2.9	16.4	0.8	12.4	1.7	4.1
CCOC(=O)C1CN(C(C)(C)C)C(=O)C1=O (stereo unspecified)	-2.6	14.9	-3.9	11.5	-3.2	10.4	-0.6	-28.3	4.1	-3.0
Cn1c(SCc2cccc(Br)c2)nc2ccccc2c1=O	1.9	-3.3	0.8	13.8	-3.0	-2.8	0.2	-30.5	-9.0	0.1
COc1ccc(C2C(CN3CCOCC3)C(=O)N2c2ccccc2)cc1 (stereo unspecified)	-5.3	-2.0	-2.5	-8.9	0.2	0.4	0.8	-18.4	1.7	-12.4
O=C(CSc1ccccc1)NC1CCCCCCC1	-8.2	17.0	15.8	-57.9	-6.1	16.9	2.5	-77.3	6.3	-5.0
COc1ccc(/C=C(/CC(=O)Nc2ccccc2)c2nc3ccccc3s2)cc1	2.4	20.3	-8.8	-57.9	-1.2	0.7	0.0	-26.1	-1.1	-0.4
CC(C)Oc1ccc(C2C(C#N)=C(N)Oc3c2oc(CO)cc3=O)cc1 (stereo unspecified)	-4.9	1.4	-3.0	-0.8	1.1	16.5	-0.1	-21.4	-3.1	5.7
O=C(OCc1nc2ccccc2[n+]([O-])c1C(=O)c1ccccc1)c1ccco1	-3.6	13.2	1.0	11.2	-3.7	18.2	-0.1	-30.5	-11.0	-2.8
COc1ccc(-c2n[nH]c(=S)n2-c2ccc3c(c2)OCCO3)cc1	-8.4	22.1	11.0	7.1	1.1	12.6	0.2	-20.8	2.6	-2.6
Cc1cccc(NC(=S)Nc2cccc(C)n2)n1	1.6	-2.4	-0.7	-25.1	-0.1	12.1	-0.5	-19.7	4.7	-3.3
Cn1cc(CCNC(=O)c2ccc3nc(Cc4ccccc4F)oc3c2)cn1	3.5	-36.6	26.5	-116.3	0.2	34.8	4.7	-111.8	-5.2	8.0
CCNc1nc(Nc2ccc(C)c(Cl)c2)c2cnn(C)c2n1	0.9	25.0	-14.3	12.5	1.2	-10.3	-21.4	-24.7	10.4	-7.9
Nc1[nH]n(-c2ccccc2)c(=O)c1N=Nc1ccccc1[N+](=O)[O-]	-3.1	13.6	27.4	-133.5	-4.6	24.4	4.2	-76.2	-0.1	-1.2
Cc1ccc(-c2nn(CC(=O)NCc3cc(-c4nn(C)c(=O)c5ccccc45)ccc3C)c(=O)c3ccccc23)cc1	0.4	-12.6	-1.2	113.5*	1.9	-15.6	2.6	-12.2	4.1	-2.7
CC(=O)c1cccc(NC(=O)CCN2C(=O)C3C4CCC(C4)C3C2=O)c1 (stereo unspecified)	13.8	37.4	4.9	-6.7	2.3	20.6	0.3	-6.5	0.4	-9.3
C/C(=N\NC(=O)c1cc(O)ccc1O)c1cccc(NC(=O)c2cccc(Cl)c2)c1	1.4	19.1	10.9	-17.1	-1.0	-0.3	0.6	-44.2	-1.1	2.0
CC(OC(=O)c1ccccc1OCc1ccc(Cl)cc1)C(N)=O (stereo unspecified)	5.7	10.5	7.3	11.1	-1.1	-4.6	-0.5	-7.1	-0.7	8.9
CCOC(=O)CC(=O)CSc1nc(-c2ccc3c(c2)OCO3)cc(C(F)(F)F)c1C#N	-5.1	5.2	7.6	-37.4	2.9	10.1	-0.4	3.7	3.2	-1.3
O=C(Nc1ccc(F)cc1F)C1CCN(C(=O)c2ccc(Br)cc2)CC1	-2.0	4.6	-1.8	4.6	-0.8	0.4	-0.3	-27.2	4.6	-1.3
CCC1CCCCN1CCCNC(=O)C(C)n1nc(C)c2sc3ccccc3c2c1=O (stereo unspecified)	1.2	4.3	4.6	-2.0	5.6	-2.8	0.2	-14.7	1.0	6.8
O=C(Nc1ccc2c(c1)OCO2)C1CCN(Cc2cnn(-c3ccccc3)c2-n2cccc2)CC1	4.4	23.4	1.6	38.3	2.1	8.8	0.2	-1.9	-7.2	-1.3
Cc1cccc(C(=O)Nc2nc(C)c(C(=O)Nc3ccc4c(c3)CCC4)s2)c1	-3.7	-0.5	-7.5	-120.9	79.7*	3.9	3.1	-52.9	7.6	4.6
CCc1nc2ccccc2n1CC(=O)N(C(C)CC)C1CCS(=O)(=O)C1 (stereo unspecified)	2.4	x	4.1	5.6	2.4	-3.2	0.2	-16.2	-0.2	-7.9
COC(=O)C[C@](O)(CCCC(C)(C)O)C(=O)O[C@@H]1C(OC)=C[C@]23CCCN2CCc2cc4c(cc2[C@H]13)OCO4	x	-0.2	-73.1*	126.9*	x	-75.9	-2.5	x	-1.3	1.2
N=C1C(=O)OCC1c1ccccc1NC(=O)CN1CCCCC1 (stereo unspecified)	-0.3	4.2	-3.8	-8.5	3.8	6.7	-0.6	19.5	0.3	-14.6
O=C(c1ccc(Cl)c(Cl)c1)N1CCC(=O)N(C(CO)Cc2ccccc2)CC1 (stereo unspecified)	x	17.7	3.2	26.2	x	6.7	-0.2	x	0.3	-1.1
NC(=O)c1nsc(C(=O)N(c2ccccc2F)C(C(=O)NCc2ccc(F)cc2)c2ccc(O)cc2)c1N (stereo unspecified)	-3.9	3.8	-23.6	22.1	-2.8	-27.7	-0.2	-11.5	1.4	3.8
COc1cc(/C=C2/S/C(=N/S(=O)(=O)c3ccccc3)NC2=O)c([N+](=O)[O-])cc1OC	-3.4	15.5	0.6	24.9	4.0	9.1	-0.4	-35.7	15.3	6.7
COc1ccc(C2=NN(C(=O)c3ccccc3)C(c3ccc(OC)c(OC)c3)C2)c(OC(C)=O)c1 (stereo unspecified)	-0.6	21.7	3.2	-16.1	-0.1	4.0	-2.1	-12.6	11.2	4.5
O=C(CNC(=O)c1ccco1)OCC(=O)c1cccc2ccccc12	0.4	31.2	-3.4	4.7	6.5	-3.7	-0.1	1.2	-1.8	-1.9
CC(C)(C)c1ccccc1OCC(=O)NCCC(=O)O	7.1	16.3	-5.4	19.4	3.0	0.3	-0.5	-2.0	u	-3.4

Quoted from the listing (three entries):
SMILES	IEC-6 cytotox	AI-2 QS modul	HSF1 inh	aSyn UTR inh	HSP90 inh	HSF-1 act	HIF activator	KLF5 inhibitor	HDAC3 inh	Platelet DG rel
CCC1CCCCN1CCCNC(=O)C(C)n1nc(C)c2sc3ccccc3c2c1=O (stereo unspecified)	1.2	4.3	4.6	-2.0	5.6	-2.8	0.2	-14.7	1.0	6.8
O=C(Nc1ccc2c(c1)OCO2)C1CCN(Cc2cnn(-c3ccccc3)c2-n2cccc2)CC1	4.4	23.4	1.6	38.3	2.1	8.8	0.2	-1.9	-7.2	-1.3
Cc1cccc(C(=O)Nc2nc(C)c(C(=O)Nc3ccc4c(c3)CCC4)s2)c1	-3.7	-0.5	-7.5	-120.9	79.7*	3.9	3.1	-52.9	7.6	4.6
